# Screening results (PubChem BioAssay)
# D1 ag = activates the human D1 dopamine receptor; P21728; HEK293 T-REx D1 cells, calcium flux, agonist mode; activation, % at 2 µM; 1% of 360,000 active; AID 504660; in the data active means activation above about 30%; further: 0% is about no effect
#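 Tetracycline-induced HEK293 TREx D1 cells, force-coupled to calcium signalling, were dye-loaded with a no-wash calcium kit. Compound was pin-added after a 10 s baseline. Fluorescence was read kinetically at 1 cycle/s for 180 s, with calcium rises flagged as agonism.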
# Glioma ERSR ind = induces the endoplasmic reticulum stress response in human glioma cells | U87-MG GRP78 promoter luciferase reporter, 16 h | AID 602332 | Potency, µM, for inactives: top-dose activation, actives largely listed as activators | 0.02% of 420,000 active; further: potency means the concentration at half of the fitted maximal effect; series mostly up to about 76 µM; % of control where 0% means no effect; nearly all actives have a fitted effect of over 35% in size
#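 Stably transfected U87-MG glioma cells carrying a GRP78-based luciferase sensor; 16 h compound incubation. Luminescence end-point read 10 min after Bright-Glo addition at room temperature.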
# Vif-A3F inh = Vif-A3F binding inhibition | HeLa A3F-eYFP + Vif (tagged APOBEC3F with the HIV-1 protein that degrades it), YFP fluorescence increase | AID 602313 | Potency, µM (titrated, usually from 46.1 µM), for inactives: top-dose activity, negative = active | 0.2% of 390,000 active; further: potency means the concentration at half of the fitted maximal effect; % of control where 0% means no effect; nearly all actives have a fitted effect of over 65% in size
#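 HeLa cells stably expressing Vif plus C-terminally eYFP-tagged A3F were seeded, incubated overnight at 37 deg C, dosed with compound, incubated overnight again at 37 deg C. Yellow fluorescence (Ex 488/Em 500-530) reported blocked Vif-mediated A3F-eYFP degradation.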
# RXFP1 agonist = activates the human relaxin receptor RXFP1 | HEK293T-RXFP1 cAMP TR-FRET, 30 min; response scale: percent of porcine relaxin response, buffer zero | Potency, µM (doses to about 57.5 µM), inactives show top-dose activation, actives largely listed as activators | 0.3% of 370,000 active; further: potency means the concentration at half of the fitted maximal effect; on the % scale 0 is the no-effect control and ±100 the full control effect; nearly all actives have a fitted effect of over 60% in size; many of its hits are not listed in these tables
# Target sequence (Q9HBX9 whole entry, looked up): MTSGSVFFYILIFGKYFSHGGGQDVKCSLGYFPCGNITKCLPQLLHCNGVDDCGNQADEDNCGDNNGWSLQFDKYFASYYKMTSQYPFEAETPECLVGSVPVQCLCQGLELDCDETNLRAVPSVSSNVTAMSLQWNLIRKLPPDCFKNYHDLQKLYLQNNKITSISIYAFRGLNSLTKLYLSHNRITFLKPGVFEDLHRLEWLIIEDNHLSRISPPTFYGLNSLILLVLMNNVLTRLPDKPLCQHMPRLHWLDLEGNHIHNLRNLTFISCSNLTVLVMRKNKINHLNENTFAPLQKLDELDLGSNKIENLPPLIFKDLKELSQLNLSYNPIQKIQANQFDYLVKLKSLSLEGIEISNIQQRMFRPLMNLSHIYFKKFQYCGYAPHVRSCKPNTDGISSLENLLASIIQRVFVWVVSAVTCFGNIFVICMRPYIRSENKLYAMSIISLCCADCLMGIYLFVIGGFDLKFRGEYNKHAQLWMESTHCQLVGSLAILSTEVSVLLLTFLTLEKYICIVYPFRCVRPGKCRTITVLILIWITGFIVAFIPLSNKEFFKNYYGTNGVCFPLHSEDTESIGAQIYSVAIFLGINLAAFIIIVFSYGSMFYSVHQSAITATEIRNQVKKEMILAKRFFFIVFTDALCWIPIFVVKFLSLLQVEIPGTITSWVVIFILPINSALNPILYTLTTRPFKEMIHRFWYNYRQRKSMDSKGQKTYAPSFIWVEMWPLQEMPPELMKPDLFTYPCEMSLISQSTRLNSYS
#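 Agonist response is measured as cAMP accumulation in an RXFP1-transfected HEK293T line under PDE4 inhibition. Values are scaled between buffer-only and 29 nM porcine relaxin, and EC50s come from standard Hill equation fits.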
# D2 PAM = positive allosteric modulators of human D2 dopamine receptor; AID 485347; HEK293 T-REx D2, calcium flux, EC20 dopamine potentiation; potentiation, % at 10 µM; P14416; 0.34% of 340,000 active;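 active means potentiation over 3 SD above the plate norm, cut at about 30% in these data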; further: 0% is about no effect
#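 Tetracycline-induced HEK293 T-REx cells force-coupled to calcium signalling expressed D2; compounds were pin-added after a 10 s baseline, read kinetically 180 s, then an EC20 dopamine challenge followed with a further 180 s calcium read.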
# LDHA inh = blocks human lactate dehydrogenase A; P00338; activity change, % (values are at about 110 or 230 µM); 0.15% of 480,000 active; purified LDHA, NADH/diaphorase-resazurin fluorescence; stronger effect = lower value; in the data active means activity change below about -30%; inconclusive means mostly about -25% to -30%;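 further: plate controls were DMSO wells for no effect and wells without enzyme for full effect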
#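 Human LDH5 (2 nM) was incubated with 0.06 mM NADH and 0.2 mM pyruvate for 5 min at room temperature in Tris pH 7.4. Remaining NADH was coupled through diaphorase/resazurin, and resorufin fluorescence was read at 0 and 20 min.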
# Vif-A3G inh = inhibitors of Vif-APOBEC3G interaction | Q9HC16 | 0.076% of 410,000 active | HeLa A3G-eYFP + Vif (tagged APOBEC3G with the HIV-1 protein that degrades it), YFP fluorescence, overnight | AID 602310 | Potency, µM (series often up to 46.1 µM), without a hit: top-dose activity, negative = active, actives largely listed as inhibitors;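 further: potency means the concentration at half of the fitted maximal effect; on the % scale 0 is the no-effect control and ±100 the full control effect; nearly all actives have a fitted effect of over 60% in size; hits raise eYFP signal because A3G escapes Vif-driven loss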
#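 Read-out is eYFP fluorescence (Ex 488/Em 500-530) from Vif-expressing HeLa A3G-eYFP cells; more signal means A3G escaped Vif-mediated degradation. Cells plated overnight, compound pinned in, incubated overnight at 37 deg C.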
# D1 antagonist = human D1 dopamine receptor antagonism. P21728. HEK293 TREx D1 cells, calcium flux, dopamine EC80; stronger effect = lower value. activity change, negative = inhibition, % at 10 µM. 3.2% of 360,000 active; in the data active means activity change below about -30%; further: on the % scale 0 is the no-effect control and ±100 the full control effect
#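 Cells carrying a force-coupled, tetracycline-inducible human D1 receptor report calcium flux. Each well gets a 10 s baseline, compound with 180 s monitoring, then an EC80 dopamine stimulus with a second 180 s kinetic read.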
# D1 PAM = enhances dopamine response at the human D1 receptor; P21728; HEK293 TREx D1 cells, calcium flux, dopamine EC20 potentiation; potentiation, % at 10 µM; 0.036% of 360,000 active; AID 504651; in the data active means potentiation above about 30%; further: 0% is about no effect
# * marks the source's active call; other numbers are inactive results; ? = inconclusive; · = not tested or not shown; & = joins results of further samples. Unless noted, the call rests on the fitted dose curve; in most records, active means well fitted curve in the direction sought with a large enough effect; inconclusive means small, poorly fitted or top-dose-only effect, or another doubt; inactive means no such curve, though single readings can be large; an effect the other way counts as inactive or inconclusive. These rows are one share of the data; count on the stated rates, not on these rows.
SMILES,D1 ag,Glioma ERSR ind,Vif-A3F inh,RXFP1 agonist,D2 PAM,LDHA inh,Vif-A3G inh,D1 antagonist,D1 PAM
O=[N+]([O-])c1ccc(S(=O)(=O)NCC(c2cccnc2)N2CCc3ccccc32)cc1 (centres undefined),1,-3%,-5%,-0.1%,-6,-5,2%,-5,-6
COc1ccc(C(CCN2CCCCC2)c2c(OC)cc(OC)c3c(-c4ccccc4)cc(=O)oc23)cc1 (centres undefined),55*,-4%&-1%,-4%,-0.7%,-15,1,3%&-4%,-43*,-10
CCOc1cc(/C=C2\C(=O)N(c3cccc(C(=O)O)c3)N=C2C(F)(F)F)ccc1OCC(=O)Nc1ccccc1OC,2,·,·,-1.4%,-7,·,·,-3,-3
COC(=O)c1ccc(C(=O)OC)c(NC(=S)N2CCCC2)c1,3,0%,-17%,0.8%,-6,-2,0%,5,-5
O=C(CSc1ccccn1)Nc1nncs1,1,1%,2%,3.4%,7,-8,-1%,-1,5
CCOc1cc(/C=N/NC(=O)C(=O)N2CCCC2)ccc1O,3,-2%,-7%,-1.4%,10,-6,2%,16,5
CCC(C)NC(=O)CS(=O)Cc1nc(-c2cccc(OC)c2)oc1C (centres undefined),2,-1%,6%,2.5%,-7,1,0%,-3,·
Cn1nc(C(=O)N2CCN(c3ccc(F)cc3)CC2)c2c1-c1ccccc1SC2,3,-2%,2%,-1.6%,-11,0,1%,-6,-3
CC(C)[C@H](N)C(=O)OCCOCn1cnc2c(=O)[nH]c(N)nc21,-1,-3%&-3%&-2%,4%&-2%,1.3%,3,-12&-8,2%&-2%,21,-4
Cc1ccc2nc(NC(=O)CSc3cc(C)[nH]c(=O)n3)sc2c1,2,-2%,-9%,18%,7,-6,-1%,·,6
COc1ccc(NC(=O)C(=O)NCCN2CCN(C(=O)C(c3ccccc3)c3ccccc3)CC2)cc1,·,-7%,-3%,-1.2%,·,0,1%,·,·
CCCC(O)(c1ccc(Br)cc1)C(CN1CCOCC1)c1ccc(Cl)cc1 (centres undefined),4,-9%,-15%,0.0%,1,5,2%,41,6
CCS(=O)(=O)N1CCC(C(=O)Nc2cc([N+](=O)[O-])ccc2C)CC1,1,2%,3%,3.3%,-13,-3,-2%,-16,-8
CN(C(=O)Nc1ccc(C(C)(C)C)cc1)C1CCCCC1,3,1%,4%,3.0%,5,0,-1%,7,-2
COc1cccc(-c2nc(CS(=O)(=O)CC(=O)N3CCc4ccccc43)c(C)o2)c1,3,-3%,1%,0.7%,·,-3,1%,-23,·
CCN(CCCNC(=O)c1ccc(N2CCCC2=O)cc1)c1cccc(C)c1,11,-1%,5%,2.2%,2,4,1%,-26,-7
COc1ccc(C(=O)O/N=C2\CCCc3nonc32)cc1,5,-2%,2%,2.0%,3,-2,-3%,-10,-3
COCC(C)n1c(C)cc(C(=O)CN2C(=O)NC3(CCCCC3C)C2=O)c1C (centres undefined),0,1%,0%,-0.3%,-4,-6,-3%,-9,3
CCOc1cc(/C=N/O)cc(Br)c1OCC,2,-2%,6%,0.9%,-1,0,-1%,-10,-5
Nc1nc(-c2cccs2)c(CC(=O)O)s1,-1,-2%,0%,0.9%,5,-8,-2%,-38*,10
CC(C)CC(C(=O)NCc1ccc(F)cc1)N1Cc2ccccc2C1=O (centres undefined),-2,-1%,6%,0.5%,4,-5,0%,1,-3
O=C(c1cc2ccc([N+](=O)[O-])cc2oc1=O)N1CCOCC1,5,-3%,6%,-0.3%,-11,-3,0%,-16,2
O=C(Nc1cccnc1)c1cc(-c2ccccc2)on1,1,1%,-1%,1.6%,-21,-1,-1%,-1,3
CCOC(=O)CC(NC(=O)c1cc2cc(Br)cc(OC)c2oc1=O)c1ccc(OC)cc1 (centres undefined),0,-2%,0%,7.1%,-1,-4,1%,2,-3
COc1ccc(C(=O)NCCCN2CCN(CCCNC(=O)c3ccc(OC)c(OC)c3)CC2)cc1OC,1,-3%,7%,0.2%,-9,-8,1%,-3,-5
CC1(C(=O)OCC(=O)N2c3ccccc3Sc3ccccc32)CC1(Cl)Cl (centres undefined),7,-6%,-4%,1.0%,·,-12,1%,13,-7
COCCN1C(=O)c2oc3ccccc3c(=O)c2C1c1cccc(O)c1 (centres undefined),3,-3%,2%,2.4%,1,1,-4%,2,2
Cc1cc(OCc2cc(C(=O)N(C)Cc3ccccn3)no2)cc(C)c1Cl,3,5%,1%,-1.5%,-22,-5,-1%,0,-2
COc1ccccc1CC(NC(C)=O)C(=O)NC1CCN(S(=O)(=O)c2ccc(NC(C)=O)cc2)CC1 (centres undefined),3,-4%,-5%,1.3%,-3,-4,-4%,-2,-5
Cc1ccc2c(Cl)cc(Cl)c(OCC(=O)NC(=O)NCc3ccco3)c2n1,8,-4%,2%,0.8%,-10,0,-1%,8,-7
Cc1ccc(NC(=O)C(C)OC(=O)/C=C/c2ccccc2)cc1S(=O)(=O)N1CCOCC1 (centres undefined),4,0%,6%,0.0%,41*,1,-2%,11,4
CC(NC(=O)CCc1ccc(S(=O)(=O)NC2CCCCC2)cc1)c1ccccc1 (centres undefined),2,-2%,-16%,-0.9%,1,-1,0%,-4,-5
CS(=O)(=O)N(CCc1ccccc1)CC(=O)NCC1CCCO1 (centres undefined),6,-2%,-2%,1.1%,-5,-8,3%,-13,0
Cc1cccc(NC(=O)/C(C#N)=C\c2cc(C)n(-c3ccc(C(=O)O)cc3)c2C)c1,6,0%,0%,-0.5%,18,-4,3%,-6,1
CC(C)C(NC(=O)OCc1ccccc1)C(=O)NCc1ccc(C(=O)O)cc1 (centres undefined),-1,0%,-6%,0.0%,-7,-7,0%,9,0
Cc1nnc(SCC(=O)N2CCN(c3cccc(Cl)c3)CC2)n1C1CC1,0,-1%,-3%,0.7%,-5,1,5%,8,-8
COc1ccc(-c2csc(NC(=O)CSCC(=O)Nc3cc(C)on3)n2)cc1,1,2%,5%,0.4%,5,-6,0%,8,0
O=C(Nc1ccccc1N1CCN(C(=O)c2ccc(Cl)cc2)CC1)c1ccc([N+](=O)[O-])o1,1,4%,-4%,5.2%,-15,-1,-25%,-13,2
CCC(C)[C@H](N)c1cn([C@@H](Cc2ccc(O)cc2)C(=O)N2CCNCC2)nn1 (some centres undefined),-3,-1%,3%,1.9%,-1,-5,4%,21,2
CCCn1c2ccccc2c2cnn(CC(=O)NC3CCN(Cc4ccccc4)CC3)c(=O)c21,5,6%,0%,12%,-17,-1,1%,-4,-5
O=C(Cc1ncc(C(F)(F)F)cc1Cl)NCCc1ccccc1,4,-3%,-13%,0.5%,11,-11,-1%,6,0
COc1ccc2[nH]c(=O)c(-c3noc(-c4ccc(F)cc4)n3)cc2c1,0,5%,-18%,3.0%,13,0,1%,-10,0
Cc1cc(Nc2cccc(Cl)c2C)n2nc(Cc3ccccc3)nc2n1,3,0%,2%,3.2%,-8,3,4%,2,0
NC1=CC(=O)c2cccc3cccc1c23,0,·,·,?,-1,·,·,-11,-2
COc1ccc2c(c1)CCc1c(C(=O)Nc3c(C)nn(Cc4ccc(C)cc4)c3C)noc1-2,14,-1%,0%,1.1%,8,3,2%,-18,0
COc1cccc(N2CCN(c3ccc4nnc(CCC(=O)Nc5ncccc5C)n4n3)CC2)c1,2,-2%,1%,13%,-7,1,8%,-3,0
CCn1c(=S)ccc2ccc(OC)cc21,0,4%,7%,?,19,-4,-1%,-4,-6
Cc1ccc(C(=O)Nn2cnnc2)cc1Cl,4,4%,2%,2.8%,0,-4,-3%,27,-3

# By substructure, those above with a Cl atom
SMILES,D1 ag,Glioma ERSR ind,Vif-A3F inh,RXFP1 agonist,D2 PAM,LDHA inh,Vif-A3G inh,D1 antagonist,D1 PAM
CCCC(O)(c1ccc(Br)cc1)C(CN1CCOCC1)c1ccc(Cl)cc1 (centres undefined),4,-9%,-15%,0.0%,1,5,2%,41,6
CC1(C(=O)OCC(=O)N2c3ccccc3Sc3ccccc32)CC1(Cl)Cl (centres undefined),7,-6%,-4%,1.0%,·,-12,1%,13,-7
Cc1cc(OCc2cc(C(=O)N(C)Cc3ccccn3)no2)cc(C)c1Cl,3,5%,1%,-1.5%,-22,-5,-1%,0,-2
Cc1ccc2c(Cl)cc(Cl)c(OCC(=O)NC(=O)NCc3ccco3)c2n1,8,-4%,2%,0.8%,-10,0,-1%,8,-7
Cc1nnc(SCC(=O)N2CCN(c3cccc(Cl)c3)CC2)n1C1CC1,0,-1%,-3%,0.7%,-5,1,5%,8,-8
O=C(Nc1ccccc1N1CCN(C(=O)c2ccc(Cl)cc2)CC1)c1ccc([N+](=O)[O-])o1,1,4%,-4%,5.2%,-15,-1,-25%,-13,2
O=C(Cc1ncc(C(F)(F)F)cc1Cl)NCCc1ccccc1,4,-3%,-13%,0.5%,11,-11,-1%,6,0
Cc1cc(Nc2cccc(Cl)c2C)n2nc(Cc3ccccc3)nc2n1,3,0%,2%,3.2%,-8,3,4%,2,0
Cc1ccc(C(=O)Nn2cnnc2)cc1Cl,4,4%,2%,2.8%,0,-4,-3%,27,-3

# An excerpt from above in order of their number in D1 PAM, lowest first:
mol | D1 ag | Glioma ERSR ind | RXFP1 agonist | D2 PAM | LDHA inh | Vif-A3G inh | D1 antagonist | D1 PAM
CCn1c(=S)ccc2ccc(OC)cc21 | 0 | 4% | ? | 19 | -4 | -1% | -4 | -6
Cc1ccc(C(=O)Nn2cnnc2)cc1Cl | 4 | 4% | 2.8% | 0 | -4 | -3% | 27 | -3
COc1ccc2[nH]c(=O)c(-c3noc(-c4ccc(F)cc4)n3)cc2c1 | 0 | 5% | 3.0% | 13 | 0 | 1% | -10 | 0
